Pin1 inhibitor – inhibitors of human Pin1; Q13526; Potency, µM (series often up to 115 µM), for inactives: top-dose activity, negative = inhibition, actives largely listed as inhibitors; hit rate 0.009% among 390,000; Pin1 FP peptide displacement, HiFluor488, 10 min; AID 504891; active means well fitted inhibition curve with a large enough effect in the polarisation, with a control signal flat, not every such curve was filed as active; inconclusive means small, poorly fitted or top-dose-only effect, or effect the other way, or a change in a side signal; inactive means no such curve, though single readings can be large or run the other way; the % refers to the polarisation; further: potency means the concentration at half of the fitted maximal effect; on the % scale 0 is the no-effect control and ±100 the full control effect
mIDH1 inhibitor – inhibitors of human mutant IDH1 R132H. O75874. IDH1-R132H enzyme, NADPH consumption, diaphorase/resazurin fluorescence. Potency, µM (top dose mostly 76.6 µM), for the others: top-dose activity change, negative = inhibition, most hits filed as inhibitors. hit rate 0.093% among 390,000. AID 602179; further: potency means the concentration at half of the fitted maximal effect; on the % scale 0 is the no-effect control and ±100 the full control effect; nearly all actives have a fitted effect of over 65% in size
Target sequence (O75874 whole entry R132H, stated change not applied): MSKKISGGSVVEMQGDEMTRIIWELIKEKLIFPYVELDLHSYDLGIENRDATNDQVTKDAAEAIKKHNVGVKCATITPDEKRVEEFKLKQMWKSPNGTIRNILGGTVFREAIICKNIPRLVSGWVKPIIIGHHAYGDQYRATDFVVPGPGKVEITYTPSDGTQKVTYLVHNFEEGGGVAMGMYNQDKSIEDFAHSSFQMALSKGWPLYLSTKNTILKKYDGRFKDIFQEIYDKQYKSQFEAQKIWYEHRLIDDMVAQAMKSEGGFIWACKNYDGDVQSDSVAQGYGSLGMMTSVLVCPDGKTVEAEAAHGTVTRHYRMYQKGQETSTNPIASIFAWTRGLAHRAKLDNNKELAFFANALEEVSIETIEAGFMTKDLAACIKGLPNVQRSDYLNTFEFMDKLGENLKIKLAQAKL
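IDH1-R132H (0.5 ug/mL) preincubated 30 min with compound, then NADPH (0.016 mM) and alpha-KG (2 mM) added; 80 min at RT, pH 7.5. Remaining NADPH coupled via diaphorase/resazurin to fluorescence (540/590 nm); concentration-response curves normalized to no-enzyme control.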
TrxR1 inh – rat TrxR1 inhibition. O89049. recombinant rTrxR1, NADPH fluorescence consumption, selenite substrate. Potency, µM (doses to about 114 µM), without a hit: at the highest dose activity change, negative = inhibition, usual class: inhibitors. hit rate 1% among 390,000. AID 588453; further: potency means the concentration at half of the fitted maximal effect; on the % scale 0 is the no-effect control and ±100 the full control effect; nearly all actives have a fitted effect of over 65% in size
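Rat TrxR1 (90 nM in the dispensed reagent) was pre-reduced with 400 uM NADPH for 5 min at room temperature, then incubated with compound for 15 min. After 400 uM selenite was added, NADPH fluorescence (Ex 340/Em 450 nm) was followed for 8 min.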
TrxR1 substrate – rat thioredoxin reductase 1 substrate activity | Potency, µM (titrated, usually from 114 µM), without a hit: at the top dose activity change, negative = substrate turnover | AID 588456 | purified TrxR1 substrate turnover, NADPH consumption readout | hit rate 0.01% among 390,000; further: potency means the concentration at half of the fitted maximal effect; on the % scale 0 is the no-effect control and ±100 the full control effect; nearly all actives have a fitted effect of over 50% in size
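Rat TrxR1, dispensed at 90 nM, was prereduced with 400 uM NADPH (final) for 5 min at ~22 deg C, then incubated with compound 15 min before 400 uM selenite. A first-read NADPH fluorescence drop versus no-compound background flagged substrates.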
GLS inh – glutaminase GLS (human) inhibition | O94925 | GLS enzymatic activity, qHTS titration | Potency, µM (top dose mostly 45.5 µM), inactives show at the highest dose activity change, negative = inhibition, usual class: inhibitors | hit rate 0.21% among 410,000 | AID 624170; further: potency means the concentration at half of the fitted maximal effect; on the % scale 0 is the no-effect control and ±100 the full control effect
Target sequence (O94925 whole entry, looked up): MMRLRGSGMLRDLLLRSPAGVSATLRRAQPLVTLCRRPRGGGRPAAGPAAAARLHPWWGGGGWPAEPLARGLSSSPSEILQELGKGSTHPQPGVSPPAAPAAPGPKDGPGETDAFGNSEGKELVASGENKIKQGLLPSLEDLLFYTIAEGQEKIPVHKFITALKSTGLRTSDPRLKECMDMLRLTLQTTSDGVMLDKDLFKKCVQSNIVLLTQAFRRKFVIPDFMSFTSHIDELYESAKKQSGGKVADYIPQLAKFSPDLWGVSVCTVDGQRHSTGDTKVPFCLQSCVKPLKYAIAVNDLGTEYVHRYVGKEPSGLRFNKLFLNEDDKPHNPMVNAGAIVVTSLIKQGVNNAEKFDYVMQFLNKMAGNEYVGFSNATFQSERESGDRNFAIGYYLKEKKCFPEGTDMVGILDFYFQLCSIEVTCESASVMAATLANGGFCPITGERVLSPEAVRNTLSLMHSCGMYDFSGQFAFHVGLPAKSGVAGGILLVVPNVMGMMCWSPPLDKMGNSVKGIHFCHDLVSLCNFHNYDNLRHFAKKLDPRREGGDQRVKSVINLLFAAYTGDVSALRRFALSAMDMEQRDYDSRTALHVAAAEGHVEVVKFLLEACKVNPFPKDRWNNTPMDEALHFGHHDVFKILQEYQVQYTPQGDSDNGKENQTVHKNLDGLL
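Glutamate formation by hKGA was monitored fluorometrically using coupled glutamate oxidase, HRP and Amplex Red. Substrate was added as 1 mM L-glutamine solution; incubation was 30 min at RT after an initial read.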
USP1 inh – blocks the human USP1/UAF1 deubiquitinase complex. O94782. recombinant USP1/UAF1, Ub-Rhodamine cleavage fluorescence. Potency, µM (doses to about 57.1 µM), inactives show top-dose activity change, negative = inhibition, most hits filed as inhibitors. hit rate 0.23% among 390,000; further: potency means the concentration at half of the fitted maximal effect; on the % scale 0 is the no-effect control and ±100 the full control effect; nearly all actives have a fitted effect of over 60% in size; inactives centre near -12
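USP1/UAF1 complex at 1 nM was preincubated with compound for 15 min at room temperature, then Ub-Rho substrate (150nM final) was added. Fluorescence (480/540 nm) was read kinetically, 6 reads every 60 seconds.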
HP1b binding inh – blocks HP1-beta chromodomain binding to methylated histone tails | AlphaScreen HP1-beta / biotin-H3K9me3 peptide binding | Potency, µM (top dose mostly 114 µM), for inactives: at the highest dose activity change, negative = inhibition, usual class: inhibitors | hit rate 0.56% among 390,000 | P83916; further: potency means the concentration at half of the fitted maximal effect; nearly all actives have a fitted effect of over 70% in size; inactives centre near 23
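HP1-beta protein (50 nM final) preincubated 30 min at room temperature with biotinylated H3(1-18)K9me3 peptide (50 nM) in PBS pH 7.4, 0.01% Tween-20, then compound added for 30 min. AlphaScreen streptavidin donor/nickel chelate acceptor beads (10 ug/mL final), 30 min dark, luminescence read.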
Tb PGK inh – blocks T. brucei phosphoglycerate kinase. P07378. AID 602233. hit rate 0.043% among 380,000. PGK/GAPDH coupled, Kinase-Glo luminescence, 60 min. Potency, µM (doses to about 57.5 µM), for the others: at the top dose activity change, negative = inhibition, hits mostly inhibitors; further: potency means the concentration at half of the fitted maximal effect; on the % scale 0 is the no-effect control and ±100 the full control effect; nearly all actives have a fitted effect of over 60% in size
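Luminescent ATP detection (Kinase-Glo Plus) follows a 60-minute room-temperature incubation, with wells lacking PGK as controls. Buffer: 100 mM TEA (pH 7.6), 5 mM MgCl2, 0.01% Tween-20. Coupling enzyme GAPDH (100 nM final) supplies unstable 1,3-BPG in-well.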
PI4K2A block – inhibitors of human PI4K2A; purified PI4K2A, ADP-Glo luminescence, 1 h; active compounds read low; activity change, negative = inhibition, % at 76.9 µM; hit rate 0.13% among 420,000; Q9BTU6; in the data active means activity change below about -50%; inconclusive means mostly about -30% to -49%;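 further: -100% = wells without enzyme as full effect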
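In this quantitative HTS, ADP production by PI4K2A was quantified luminescently after 1 h at ambient temperature; 100 microM adenosine served as plate-quality control.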
* marks the source's active call; other numbers are inactive results; i = inactive; ? = inconclusive; [ ] = another dose, or the depositor's remark. Unless noted, the call rests on the fitted dose curve; in most records, active means well fitted curve in the direction sought with a large enough effect; inconclusive means small, poorly fitted or top-dose-only effect, or another doubt; inactive means no such curve, though single readings can be large; an effect the other way counts as inactive or inconclusive. An excerpt. The share of hits here may be higher or lower than overall.

nr	smiles	Pin1 inhibitor	mIDH1 inhibitor	TrxR1 inh	TrxR1 substrate	GLS inh
1	O=C(Nc1c(C(=O)Nc2ccccc2F)oc2ccccc12)c1cc2ccccc2o1	1%	13%	7%	9%	5%
2	CN1CCCC(OC(=O)c2ccccc2F)C1 (centres undefined)	1%	6%	33%	8%	-3%
3	Cc1cc(NS(=O)(=O)c2ccc(NC(=O)c3ccco3)cc2)nc(C)n1	-2%	3%	-19%	-1%	-4%
4	COc1ccc(-c2nc(CS(=O)(=O)CC(=O)NCCc3ccccc3)c(C)o2)cc1	19%	-9%	-16%	1%	-2%
5	Cc1ccc(C)c(OCC(=O)Nc2cccc(S(=O)(=O)NC3=NCCCCC3)c2)c1	2%	0%	-8%	-12%	2%
6	Cc1ccc2nc(-c3cccc(NC(=O)c4cccc5c(Cl)cccc45)c3)oc2c1	-1%	-9%	-1%	-1%	-16%
7	OC(COCC1COc2ccccc2O1)CN1CCN(c2ccccc2)CC1 (centres undefined)	3%	2%	4%[57.1 µM]	-7%	25%
8	COc1ccccc1N(CC(=O)NCCSC(C)(C)C)S(C)(=O)=O	10%	6%	18%	-3%	4%

nr	USP1 inh	HP1b binding inh	Tb PGK inh	PI4K2A block
1	-12%	42%[activator]	0%	-3
2	-16%	25%	i	-8
3	-23%	41%[activator]	2%	8
4	-12%	16%	i	5
5	1%	6%	-6%	4
6	1%	27%	4%	0
7	-1%	-5%	1%	-4
8	-25%	48%[activator]	-4%	-16

Of the compounds above, these contain an aryl methoxy group.
nr	smiles	Pin1 inhibitor	mIDH1 inhibitor	TrxR1 inh	TrxR1 substrate	GLS inh
4	COc1ccc(-c2nc(CS(=O)(=O)CC(=O)NCCc3ccccc3)c(C)o2)cc1	19%	-9%	-16%	1%	-2%
8	COc1ccccc1N(CC(=O)NCCSC(C)(C)C)S(C)(=O)=O	10%	6%	18%	-3%	4%

nr	USP1 inh	HP1b binding inh	Tb PGK inh	PI4K2A block
4	-12%	16%	i	5
8	-25%	48%[activator]	-4%	-16

The listing picks up; the two compounds before the break are reprinted first.
nr	smiles	Pin1 inhibitor	mIDH1 inhibitor	TrxR1 inh	TrxR1 substrate	GLS inh
7	OC(COCC1COc2ccccc2O1)CN1CCN(c2ccccc2)CC1 (centres undefined)	3%	2%	4%[57.1 µM]	-7%	25%
8	COc1ccccc1N(CC(=O)NCCSC(C)(C)C)S(C)(=O)=O	10%	6%	18%	-3%	4%
9	O=S1(=O)C[C@@H]2N=C(N/N=C/c3ccccc3)S[C@@H]2C1	-3%	1%	38%[57.1 µM]	14%[57.1 µM]	-6%
10	S=c1[nH]nc(-c2cc(-c3ccccc3)n[nH]2)n1/N=C/C=C/c1ccco1	?	-1%	?	9%[57.1 µM]	4µM*
11	CCn1nc(-c2ccccc2)c(-c2ccccc2)c(C(=O)Nc2nc(C)c(C(=O)N(C)C)s2)c1=O	-1%	-2%	15%	-3%	3%
12	COc1ccc(S(=O)(=O)c2c(SC)nn(CC(=O)Nc3cccc(C)c3C)c2N)cc1	9%	-12%	19%[57.1 µM]	4%[57.1 µM]	0%
13	COC1CCCCC1NS(=O)(=O)c1ccccc1 (centres undefined)	0%	3%	13%[57.1 µM]	12%[57.1 µM]	3%
14	COc1ccccc1N(CCC#N)C(=S)Nc1ccc(S(=O)(=O)N2CCOCC2)cc1	-20%	-7%	?	-1%	9%
15	CCCN(CCC)Cc1c(C(=O)OCC)nnn1-c1nonc1N	-4%	7%	3%[57.1 µM]	5%[57.1 µM]	4%
16	Cc1ccc(C)c(OCCC(=O)OCC(=O)NCc2ccc(F)cc2)c1	-7%	-4%	16%	0%	-5%

nr	USP1 inh	HP1b binding inh	Tb PGK inh	PI4K2A block
7	-1%	-5%	1%	-4
8	-25%	48%[activator]	-4%	-16
9	-5%	3%	-7%	-8
10	?	?	-7%	-13
11	-27%	4%	-2%	-3
12	-23%	12%	-2%	-4
13	-17%	30%	-8%	-5
14	-13%	-5%	i	0
15	3%	15%	-3%	6
16	-29%	30%	i	-2

More results:
nr	smiles	Pin1 inhibitor	mIDH1 inhibitor	TrxR1 inh	TrxR1 substrate	GLS inh
17	O=C(NCCCCc1ccccc1)C1CCCC1	-5%	5%	16%[57.1 µM]	-5%	-15%
18	Cc1nc(C(C)N(C)Cc2nc(Cc3ccccc3F)no2)c(C)s1 (centres undefined)	-2%	4%	9%	3%	0%
19	CCc1ccc(-n2c(=O)c3cccnc3n2CC(=O)NCc2ccc(F)cc2)cc1	-1%	-4%	13%[57.1 µM]	12%[57.1 µM]	5%
20	CCOC(=O)N1CCN(Cc2nc(-c3ccc(Cl)cc3)no2)CC1	5%	9%	5%	2%	-1%
21	COc1ccccc1NS(=O)(=O)c1ccc(NC(=O)N2CCCCC2)cc1	0%	-7%	1%	-4%	15%
22	Cc1sc(NC(=O)c2c(F)cccc2F)nc1-c1ccccc1	-1%	0%	-8%	-9%	3%
23	COc1ccc(CCNC(=O)Cn2c(=O)n(CC3CCCO3)c(=O)c3ccccc32)cc1OC (centres undefined)	2%	5%	-5%	3%	-2%
24	COc1cccc(NC(=O)Nc2cc(C)on2)c1	-7%	9%	18%	4%	0%

nr	USP1 inh	HP1b binding inh	Tb PGK inh	PI4K2A block
17	-10%	48%[activator]	-3%	-2
18	-8%	-1%	i	-2
19	1%	44%[activator]	0%	0
20	-13%	50%[activator]	-6%	-12
21	-18%	20%	-7%	1
22	0%	0%	1%	-1
23	-4%	19%	7%	6
24	-14%	35%	-4%	2

New compounds follow.
nr	smiles	Pin1 inhibitor	mIDH1 inhibitor	TrxR1 inh	TrxR1 substrate	GLS inh
25	Cc1[nH]c(C)c2c(=O)n(-c3ccccc3)ncc12	4%	4%	-19%[57.1 µM]	-6%	5%
26	CC1(C)Cc2ccccc2-c2nnc(-c3cccnc3)n21	3%	8%	9%[57.1 µM]	15%[57.1 µM]	1%
27	Cc1nnc(SCC(=O)Nc2cc(S(=O)(=O)N3CCCC3)ccc2Cl)n1C1CC1	1%	-2%	8%	0%	11%
28	CN(CC(=O)Nc1cccc(F)c1)C(=O)/C=C/c1ccc(S(=O)(=O)N2CCCCCC2)cc1	43%[activator]	13%	34%[activator]	8%	-1%
29	COc1ccc(C(C(=O)NC(C)(C)C)N(C(=O)CCC(=O)Nc2cc(C)on2)c2ccc3c(c2)OCCO3)cc1 (centres undefined)	-1%	2%	28%[57.1 µM]	9%[57.1 µM]	-8%
30	O=C(CN1CCN(S(=O)(=O)c2ccccc2)CC1)NC(=O)NCc1ccccc1	7%	-1%	9%[57.1 µM]	9%[57.1 µM]	-3%
31	CCOc1ccccc1NC(=O)Cn1c(=O)n(CCC(=O)NCc2ccc3c(c2)OCO3)c(=O)c2ccccc21	26%	5%	27%	11%	6%
32	O=C(CCC1N=C2c3ccccc3N=C(SCc3ccc(F)cc3)N2C1=O)NCc1cccs1 (centres undefined)	51%[activator]	22%	-2%[57.1 µM]	6%[57.1 µM]	7%

nr	USP1 inh	HP1b binding inh	Tb PGK inh	PI4K2A block
25	-3%	12%	6%	-1
26	?	-2%	-14%	-1
27	-9%	30%	2%	-3
28	-10%	7%	-11%	-5
29	-7%	-12%	-9%	-8
30	-16%	25%	2%	5
31	-31%	75%[activator]	i	3
32	-9%	90%[activator]	i	-3

(list continues)
nr	smiles	Pin1 inhibitor	mIDH1 inhibitor	TrxR1 inh	TrxR1 substrate	GLS inh
33	CC(=O)Nc1ccc(NC(=O)Cc2sc(C)nc2-c2ccc(C)cc2)cc1	1%	1%	21%[57.1 µM]	12%[57.1 µM]	0%
34	C/C(=N\NC(N)=S)c1ccc2c(c1)OCCO2	3%	2%	-8%[57.1 µM]	3%[57.1 µM]	-15%
35	COc1ccccc1NC(=O)c1sc(NC(=O)c2ccco2)c(C#N)c1C	52%[activator]	10%	38%[activator]	53%[activator]	19%
36	COC(=O)n1c(=O)oc2ccccc21	-10%	0%	4%[57.1 µM]	7%[57.1 µM]	2%
37	CC(=O)Nc1ccc(S(=O)(=O)N(C)CC(=O)OC(C)C(=O)N(C)C2CCCCC2)cc1 (centres undefined)	0%	-7%	10%	2%	-1%
38	COC(=O)c1sccc1-n1cccc1C(=O)C(=O)N1CCCC1	-3%	3%	-12%	-12%	-12%
39	CC(=NNC(=O)c1cccc(S(=O)(=O)N2CCOCC2)c1)c1ccc(Cl)cc1	-2%	0%	21%	6%	-7%
40	CC(C)c1ccc(NC(=O)CSc2nc(=O)n(CCCN3CCOCC3)c3c2CCCC3)cc1	1%	5%	-8%	-6%	-3%
41	N/C(=N\OC(=O)c1ccc([N+](=O)[O-])cc1)c1cccnc1	-5%	5%	-20%	-14%	1%
42	CC(C)CCNC(=O)CCCn1c(=O)[nH]c2ccc(Br)cc2c1=O	3%	4%	15%	0%	-32%
43	CC(C)NC(=O)c1ccc(COc2ccc(C(C)(C)C)cc2)o1	9%	-4%	-15%	-10%	1%

nr	USP1 inh	HP1b binding inh	Tb PGK inh	PI4K2A block
33	-16%	34%	-7%	4
34	-5%	9%	1%	-5
35	?	7%	-2%[11.5 µM]	1
36	-16%	26%	-3%	-1
37	0%	30%[57 µM]	-5%	-6
38	-21%	43%	-3%	6
39	-16%	-16%	-3%	-2
40	-9%	20%	-10%	1
41	-10%	11%	-4%	5
42	-7%	90%[activator]	i	0
43	-6%	35%	4%	1
